# ATG4B inh = inhibitors of human ATG4B cysteine protease; Q9Y4P1; ATG4B cleavage of LC3-PLA2, NBD-HPC fluorescence, 1 h; inhibition, % at 8.33 µM; 340,000 tested, 0.51% active; in the data active = inhibition above about 40%
# Target sequence (Q9Y4P1 whole entry, looked up): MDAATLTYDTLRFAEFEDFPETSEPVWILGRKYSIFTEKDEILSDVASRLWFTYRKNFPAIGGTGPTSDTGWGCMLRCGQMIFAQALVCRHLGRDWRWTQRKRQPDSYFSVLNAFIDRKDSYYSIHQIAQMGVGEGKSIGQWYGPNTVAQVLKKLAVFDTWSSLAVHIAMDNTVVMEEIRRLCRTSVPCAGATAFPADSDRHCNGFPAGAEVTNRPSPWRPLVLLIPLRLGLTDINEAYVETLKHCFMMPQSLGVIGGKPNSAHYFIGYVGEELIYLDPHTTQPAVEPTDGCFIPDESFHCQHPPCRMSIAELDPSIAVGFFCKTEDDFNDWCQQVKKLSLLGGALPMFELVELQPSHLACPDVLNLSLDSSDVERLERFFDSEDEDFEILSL
# MPTP block = permeability transition pore inhibition. isolated mouse mitochondria, Ca2+ swelling absorbance, 30 min. 360,000 tested, 1.4% active. inhibition, % at 10 µM;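 active = inhibition of 50% or more, scaled per plate between neutral and stimulator controls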;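 note: 0% = DMSO wells given calcium and 100% = 1 mM EGTA wells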
# * = called active by the depositor. These rows are one share of the data; the hit share may differ from the screen's.
ATG4B inh	MPTP block	molecule
-11	0.5	CCOC(=O)N1C2CCC(C2)N1C(=O)OCC
-3	2.6	O=C(CSc1cccc[n+]1[O-])Nc1cc2c(cc1Cl)C(=O)c1ccccc1C2=O
5	-0.4	Oc1cccc(CN2CCOCC2)c1O
-11	1.5	Cn1c(=O)c2c(n(Cc3ccccc3)c1=O)NC(=O)C2CC(=O)N1CCc2ccccc2C1 (configuration not stated)
19	24	Cc1cccc(OCCC(=O)Nc2ccc(C)c(S(=O)(=O)N3CCCCC3)c2)c1
-12	0.5	COc1ccc(CNC(=O)C(c2ccncc2)N(C(=O)Cc2cccs2)c2ccccc2)cc1 (configuration not stated)
-13	1.0	CCOC(=O)N1CCN(C(=O)/C=C/c2c(C)nn(-c3ccc(F)cc3)c2Cl)CC1
1	0.1	COc1cc(C2c3cc4c(cc3CC3COC(=O)N32)OCO4)cc(OC)c1OC (configuration not stated)
1	-1.1	O=C(C=Cc1ccc2c(c1)OCO2)OCC=Cc1ccc2c(c1)OCO2
10	0.9	O=C(Cc1ccccc1)N/N=C\c1ccc(Br)o1
4	1.2	COc1cc(O)c(C(C)=O)c2c1C=CC(C)(C)O2
-6	-1.0	c1csc(CCCN2CCCCC2)c1
33	-2.7	CN1CC[C@@H]2C(=O)N3CCc4ccc(-c5ccc6c(c5)OCO6)cc4[C@@H]3C[C@@H]21
3	-0.8	Cc1ccc(-c2csc(C(C#N)=C(O)CN3CCN(C(=O)c4ccco4)CC3)n2)cc1
-4	-2.7	CCCn1c(N)c(N(CCOC)C(=O)c2ccc(S(=O)(=O)N3CCOCC3)cc2)c(=O)[nH]c1=O

# Some of these compounds in order of their number in ATG4B inh, largest number first.
ATG4B inh	MPTP block	molecule
33	-2.7	CN1CC[C@@H]2C(=O)N3CCc4ccc(-c5ccc6c(c5)OCO6)cc4[C@@H]3C[C@@H]21
19	24	Cc1cccc(OCCC(=O)Nc2ccc(C)c(S(=O)(=O)N3CCCCC3)c2)c1
10	0.9	O=C(Cc1ccccc1)N/N=C\c1ccc(Br)o1

# Next part
ATG4B inh	MPTP block	molecule
-15	-0.6	Nc1nc(-c2ccccc2Cl)cs1
-1	-1.0	CC(=O)Nc1ccc2c(c1)C(=O)c1cccc(C(=O)O)c1-2
-1	3.0	COC(=O)c1cccc(NS(=O)(=O)c2cccs2)c1C
9	0.6	O=c1sc2ccccc2n1COc1ccccc1
2	-1.1	O=C1c2ccccc2C(=O)N1CCCCNc1ccccc1
5	0.0	CC(=O)Nc1ccc2nc(N)sc2c1
-7	-0.7	Cc1ccc(C(=O)N2[C@@H]3CN(C)C(=O)[C@@]2(C)[C@H]2C(=O)N(Cc4ccccc4)C(=O)[C@@H]32)cc1
5	-0.3	O=S(=O)(Nc1ccccc1)C1CCCCC1
-4	0.9	O=C(NCc1ccccc1)c1cccc(NC(=O)C2CCC2)c1
-9	-1.8	O=C(O)C1CC2C3CC(C(=O)O)C(C3)C2C1 (configuration not stated)
42*	2.2	Cn1c(-c2c(N)n(CCCc3ccccc3)c3nc4ccccc4nc23)nc2ccccc21
-13	-0.5	COc1ccc(CCN2CC(C(=O)OC(C)C(=O)Nc3ccc(NC(C)=O)cc3)CC2=O)cc1OC (configuration not stated)
-5	-0.3	CCN1C[C@@H]2[C@@H]3C(=O)N(C)C(=O)[C@@H]3[C@](C)(C1=O)N2C(=O)c1ccc(C)cc1
-2	0.7	CN(CCCn1cnc2c(OCc3ccccc3)ncnc21)CCc1ccccn1
-3	0.1	CC(C)C[C@@H](CN)NC(=O)c1nc[nH]c1C(=O)N[C@@H](C)C(=O)CNC[C@H](C)NC(=O)c1nc[nH]c1C(=O)N[C@@H](CC(=O)O)C(=O)O
4	0.1	CCCSc1nc(N)nc2c1ncn2C1OC(CO)C(O)C1O (configuration not stated)
-12	-1.0	CC(C)CC(C(=O)OCC(=O)N1CCN(c2ccccc2)CC1)N1C(=O)c2ccccc2C1=O (configuration not stated)
14	0.0	Clc1ccc2c(c1)C1CC2CCN1Cc1ccccc1 (configuration not stated)
-5	2.0	O=C(CSc1nnc(-c2ccccc2)c(-c2ccccc2)n1)Nc1ccc(Br)cn1
-10	-1.1	Cc1c(NS(=O)(=O)c2ccc(C(=O)N(C)Cc3cccc(Cl)c3Cl)cc2)c(=O)n(-c2ccccc2)n1C
-15	-1.6	COc1ccc(NC(=O)c2ccc(NC(=O)CN3CCN(c4ccc(O)cc4)CC3)cc2)cc1
-4	-1.2	COc1ccc(N=C2C=CC(=O)O2)cc1
1	1.7	CCCCn1c(=O)[nH]c(=O)c2c1nc(CN(C)Cc1cccc(OC)c1OC)n2CCC
-4	-4.9	COc1ccc(CN(CC(=O)NCC2CCCO2)C(=O)CCC(=O)Nc2cc(C)ccn2)cc1 (configuration not stated)
-15	0.3	CN1CCN(C(=O)CSc2nc(-c3cccs3)cc(-c3cccs3)c2C#N)CC1
-12	1.5	CCCCC[C@H](O)/C=C/C1C(=O)C=C[C@H]1C/C=C\CCCC(=O)OC (some centres not stated)
4	-1.2	COc1ccc(O)c(CN2CC3CCC(CC3)C2)c1
5	0.3	O=C(CCc1ccco1)CCc1ccco1
-5	57*	O=[N+]([O-])c1ccc2[nH]c(=S)sc2c1
21	1.2	Clc1ccccc1Cn1c(/C=C/c2ccco2)nc2ccccc21
-11	-0.1	Cc1ccc(-c2nc(C=Nc3ccc(O)cc3)c(O)o2)cc1
-4	0.1	O=S(=O)(CC=CCS(=O)(=O)c1ccccc1)c1ccccc1
10	95*	COc1ccc2nc(N3C(=O)/C(=C/c4ccc(Cl)cc4)NC3=S)sc2c1
1	4.6	CC(=O)c1cc2c(cc1NC(=O)c1ccc(-n3nc(C)cc3C)cc1)OCO2
-5	-0.3	O=C(O)C1C2OC(C(Br)C2Br)C1C(=O)O (configuration not stated)
0	-0.3	CC(C)C(Cl)=NOC(=O)Nc1ccc(F)cc1
3	-0.6	C=CC[n+]1c(-c2ccc(C)cc2)csc1Nc1ccc(NC(C)=O)cc1
2	-1.0	Cc1ccc(CN2C(=O)COc3cc(NS(C)(=O)=O)ccc32)cc1
-8	0.8	CCOC(=O)Nc1ccc2c(c1)N(C(=O)OC)c1ccccc1CC2
-4	-0.4	O=C(NCc1ccccc1)N1CCN(CCO)CC1
9	0.8	CCOC(=O)c1cc2c(c(CCO)n1)[C@@H](CCO)N(S(=O)C(C)(C)C)C2 (some centres not stated)
3	3.7	COc1ccc(C2C=C(c3ccc(C)cc3)Nc3ncnn32)cc1 (configuration not stated)
-1	-0.9	CC(C)CN1CCN(CCCOC(=O)Nc2cccc3ccccc23)CC1C (configuration not stated)
1	0.8	CCCC(=O)NCn1nnc(-c2ccc(Cl)cc2)n1
-2	5.3	CN(C(=O)c1ccc(NC(=O)Cc2ccc(NC(=O)C3CCN(C(=O)C4CCC4)CC3)cc2)cc1)C1CCCC1

# An excerpt of these results, as labelled records.
CC(C)CN1CCN(CCCOC(=O)Nc2cccc3ccccc23)CC1C (configuration not stated)
  ATG4B inh: -1 | MPTP block: -0.9
CCCC(=O)NCn1nnc(-c2ccc(Cl)cc2)n1
  ATG4B inh: 1 | MPTP block: 0.8

# Later entries
ATG4B inh	MPTP block	molecule
-8	-1.7	COc1ccc(OC)c(C(=O)c2ccc([N+](=O)[O-])cc2)c1
-7	-0.8	CSc1cccc(NC(=O)C2CCCN(S(=O)(=O)c3cnc[nH]3)C2)c1 (configuration not stated)
-7	0.8	O=C1CCC[C@@H]2Cc3nc4ccc(O)cc4cc3[C@@H]3CCN1[C@H]23
-1	-1.2	O=c1[nH]nc(-c2n[nH]c(=O)o2)o1
0	-0.6	CCCCn1c(N)c(N(CCOC)C(=O)c2oc3ccc(Br)cc3c2C)c(=O)[nH]c1=O
-15	1.8	CCNc1nc(C)nc2c1cnn2C
-1	9.1	Cc1ccc([N+](=O)[O-])c(OCCCN2CCC(Cc3ccccc3)CC2)c1
-2	-0.4	CCOC(=O)C1CCN(C(=O)c2ccccc2)C(CC)C1=O (configuration not stated)
-1	0.3	Cc1ccc(NC(=O)CCC(=O)c2ccccc2)cc1
4	0.9	CC1CCCC(CC(N)=O)CC1 (configuration not stated)
-1	-0.2	O=C1C=CC(=O)N1Cc1ccncc1
5	1.0	O=C(Nc1cccc([N+](=O)[O-])c1)N(c1ccccc1)c1ccccc1
-6	0.8	CCn1c(=O)cc(N2CCOCC2)[nH]c1=O
-2	1.3	CN(Cc1c(F)cccc1Cl)C(=O)c1cccc(S(=O)(=O)N2CCN(Cc3ccccc3)CC2)c1
2	3.3	OC(CNCCC1C=Nc2ccccc21)Cn1c2ccc(Cl)cc2c2cc(Cl)ccc21 (configuration not stated)
-9	-0.3	O=C(OCC(=O)N1CCN(c2ccccc2)CC1)c1ccccn1
9	0.9	O=C(CC(C(=O)c1ccccc1)c1ccccc1)c1ccccc1 (configuration not stated)
1	4.1	Cc1nc(CSc2nsc(/C=C/N(C)C)c2C#N)cs1
-5	-0.8	CCC1([N+](=O)[O-])COC(c2ccc(C(C)C)cc2)OC1 (configuration not stated)
-31	-1.2	CCN(C(=O)COC(=O)c1cccc2ccccc12)c1c(N)n(Cc2ccccc2)c(=O)[nH]c1=O
8	0.7	OC(c1ccccc1)C(Nc1ccccn1)c1ccccc1 (configuration not stated)
5	-0.7	O=C(NC(C(=O)O)c1ccccc1)c1ccccc1 (configuration not stated)
6	0.2	COc1ccc2c(c1OC)OCC2C (configuration not stated)
11	-1.3	O=C(Nc1ccc(C(=O)N2CCOCC2)cc1)C1CC1
2	-0.1	CC(=O)c1ccc(NC(=O)CSc2nc3[nH]c(=O)cc(O)c3s2)cc1
0	1.3	COc1ccc(OC)c(CCNC(=O)CC2Oc3ccc(C)cc3NC2=O)c1 (configuration not stated)
-11	-2.4	Cc1ccccc1N=C1Nc2ccccc2N[C@]12C[C@H]1CCC(=O)N3CC[C@@H](C2)[C@@H]13
-4	0.1	Cc1ccc(C(=O)CCC(=O)OCC(=O)N2CCN(S(=O)(=O)c3ccc(C)cc3C)CC2)cc1
-5	-0.3	COc1cc(/C=N/Nc2ncnc3sc4c(c23)CCC4)ccc1O
6	0.1	Nc1nc(-c2cccnc2)nn1C(=O)c1ccc(F)cc1
-2	4.9	Cc1ccc(C)c(NS(=O)(=O)c2ccc(NC(=O)c3ccco3)cc2)c1
-1	0.8	O=C(Nc1ccc2c(c1)OCO2)c1cc2nc(C3CC3)cc(C(F)(F)F)n2n1
-6	0.0	COc1ccc(NS(=O)(=O)c2cccc(C(=O)NNC(=O)CNC(=O)c3ccccc3Cl)c2)cc1
5	-1.0	N[C@@H](Cc1ccc(F)cc1)C(=O)O
0	-0.5	O=[N+]([O-])c1cccc(COc2cccc(CO)c2)c1
2	-1.3	CC(=O)N1CCc2ccc([N+](=O)[O-])cc21
-6	0.3	CC(=O)c1cc(C)c(OCc2cn(CC(=O)c3ccc(O)cc3)nn2)c(C)c1
40	1.5	O=C(COC(=O)C1(c2ccccc2F)CCCC1)Nc1ncc(C(F)(F)F)cc1Cl
5	-0.5	CC(OC(=O)c1c2c(nc3ccccc13)/C(=C\c1ccc3c(c1)OCO3)CCC2)C(=O)Nc1ccc(S(N)(=O)=O)cc1 (configuration not stated)
-3	-0.2	Oc1cc(O)c(CN2CCOCC2)cc1CN1CCOCC1
-3	1.1	CN(C)CCCN=c1cc(-c2ccccc2)oc2ccc(Cl)cc12
-1	0.8	Cc1cc(C)n2c(SCC(O)=C(C#N)c3nc4ccccc4[nH]3)nnc2n1
-58	-0.1	Cc1sc2ncnc(N3CCC(C(=O)Nc4cc(C(F)(F)F)ccc4OCC(F)(F)F)CC3)c2c1C
-6	-0.8	Cc1cc2c(cc1C)NC(C)CC(=O)N2 (configuration not stated)
2	-1.4	Nc1ccc(CSc2ccccc2)cc1

# Quoted at random: 5 compounds from above, in no set order.
ATG4B inh	MPTP block	molecule
-6	-0.8	Cc1cc2c(cc1C)NC(C)CC(=O)N2 (configuration not stated)
0	-0.5	O=[N+]([O-])c1cccc(COc2cccc(CO)c2)c1
-3	-0.2	Oc1cc(O)c(CN2CCOCC2)cc1CN1CCOCC1
-1	0.8	Cc1cc(C)n2c(SCC(O)=C(C#N)c3nc4ccccc4[nH]3)nnc2n1
-1	0.8	O=C(Nc1ccc2c(c1)OCO2)c1cc2nc(C3CC3)cc(C(F)(F)F)n2n1

# Next compounds
ATG4B inh	MPTP block	molecule
-2	0.2	CC(=O)N/C(=C\c1ccccc1)C(=O)OCc1cccc(S(=O)(=O)N(C)C)c1
0	0.9	CCOC(=O)CC1=C(C(=O)OCC)C(c2ccncc2)C(C#N)=C(N)O1 (configuration not stated)
-7	1.4	CCCCCC(=O)Nc1cc(S(=O)(=O)N2CCCCC2)ccc1N1CCCCC1
1	1.3	CCCCn1cnc2c(SCc3ccccn3)nc(N)nc21
-1	3.6	Cc1ccc(NC(=O)/C=C/c2ccc([N+](=O)[O-])s2)c(C)c1
-1	-0.1	COCC(=O)N(C)[C@H]1C[C@H]2c3cc(N4CCN(C)CC4)ccc3CCN2C(=O)[C@H]1[C@H](C)O
6	1.4	COc1ccc(S(=O)(=O)N2CCc3ccccc32)cc1C(=O)Nc1cc(S(C)(=O)=O)ccc1Cl
-5	-0.4	CCCCNc1ncnc2[nH]ncc12
-7	2.9	CCOC(=O)c1ccc(N2Cc3ccccc3C2=NC(=O)c2ccncc2)cc1
9	0.6	COC(=O)CCCC(=O)N(C)CC1CCCN(CCc2ccccc2C)C1 (configuration not stated)
4	4.5	N=c1n(CC(=O)c2ccc([N+](=O)[O-])cc2)c2ccccc2n1Cc1ccccc1Cl
53*	0.3	O=c1[nH]c(=S)[nH]c2c1C(c1ccc(Br)cc1)c1c([nH]c(=S)[nH]c1=O)O2
-9	0.8	COCCN(C(=O)Cc1ccc(S(=O)(=O)N2CCOCC2)s1)c1c(N)n(CC(C)C)c(=O)[nH]c1=O
-1	0.5	COc1ccc(CN(C)C(=O)Cc2c[nH]c3ccccc23)c(OC)c1OC
